Bioassay records deposited in PubChem BioAssay by Sanford-Burnham Center for Chemical Genomics.
DUSP3 inh = VHR1 (DUSP3) phosphatase inhibition; P51452; recombinant VHR phosphatase, colorimetric substrate read-out; hit rate 0.7% among 50,000; AID 1992; inhibition, % at 20 µM; in the data active = inhibition above about 60%; note: some results filed as inactive read as strong as hits
Target sequence (P51452 whole entry, looked up): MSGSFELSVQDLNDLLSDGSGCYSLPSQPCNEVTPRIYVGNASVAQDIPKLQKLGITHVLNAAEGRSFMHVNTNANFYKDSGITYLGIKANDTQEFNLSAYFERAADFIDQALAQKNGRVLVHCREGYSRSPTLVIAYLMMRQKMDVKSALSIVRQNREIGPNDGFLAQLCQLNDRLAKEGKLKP
Numbers without * were called inactive. An excerpt, so the mix of outcomes need not match the whole.

SMILES	DUSP3 inh
O=C1S/C(=C/c2ccc(-c3ccc(Cl)cc3Cl)o2)C(=O)N1c1ccccc1	-8
CCN(CC)CCNC(=O)CN1CCCC1=O	-2
COc1ccc(N2C(=O)NC(=O)/C(=C/c3ccccc3O)C2=O)cc1	57
Cc1cc(C)c(S(=O)(=O)Nc2cccc([N+](=O)[O-])c2C)c(C)c1	3
CN1CCN(c2ccc([N+](=O)[O-])c(NCc3ccc(Cl)cc3)c2)CC1	-8
CCC(=O)Nc1sc2c(c1C(=O)Nc1cccc3ccccc13)CCC(C)C2 (centres undefined)	-29
COc1ccc(OC)c(CN2CCN(C(=O)c3cccc(Cl)c3)CC2)c1	-11
Cc1cccc(N2C(=O)c3ccc(C(=O)O)cc3C2=O)c1	-1
COc1ccccc1CC(=O)Nc1cc(C)ccn1	-71
CC(C(=O)Nc1ccc(NC(=O)c2ccco2)cc1)(c1ccccc1)c1ccccc1	0
O=C(Nc1cccc(Br)c1)c1ccc(Cl)c([N+](=O)[O-])c1	28
COc1cccc(CN2CCN(Cc3cccc([N+](=O)[O-])c3)CC2)c1	5
Cc1ccc(-n2ncnc2-c2ccccc2C)cc1Cl	-14
CC1(C)CC(=O)C2=C(C1)OC(N)=C(C#N)C2C1CC=CCC1 (centres undefined)	-25
Cn1c(O)c(N=NC(=O)c2ccccc2NC(=O)c2ccccc2)c2ccccc21	4
COc1ccc(Cn2c(SC)nc(O)cc2=O)cc1	6
O=C(c1nc2nc(-c3ccccc3)cc(C(F)(F)F)n2n1)N1CCCCC1	-7
COc1ccc(NC(=O)CN(CCc2ccccc2)S(=O)(=O)c2ccc(OC)cc2)cc1	-17
O=C(NN=C1CCCC1)c1cccnc1	-12
COc1ccc(OCCSc2nnnn2-c2ccccc2)cc1	-32
Cc1cc(C)n(C(=O)c2cc(=O)[nH]c3ccccc23)n1	-22
Cc1ccc(C(=O)/C=C/c2ccc([N+](=O)[O-])cc2)s1	-8
CC(=O)c1c(C)[nH]c(C(=O)OCc2ccccc2)c1C	3
CC(=O)CC(=O)Nc1ccc(NC(=O)CC(C)=O)c(Cl)c1	-6
O=C(COc1cccc(Cl)c1)NCc1ccco1	-16
O=C(c1ccc(Cl)cc1)C(Sc1nnnn1-c1ccccc1)c1ccc([N+](=O)[O-])cc1 (centres undefined)	-12
O=C(CSc1nc2ccc(N3C(=O)c4ccccc4C3=O)cc2s1)c1ccc(F)cc1	1
C=CCN1C(=O)/C(=C/c2ccc(C)cc2)C(=O)NC1=S	1
Oc1ccccc1/C=N/N=C/c1ccccc1O	-32
Cc1cc(/C=C2/SC(=O)NC2=O)c(C)n1-c1ccc(C(C)(C)C)cc1	-16

An excerpt of the results above, for reference:
SMILES	DUSP3 inh
CC(=O)CC(=O)Nc1ccc(NC(=O)CC(C)=O)c(Cl)c1	-6
O=C(COc1cccc(Cl)c1)NCc1ccco1	-16
O=C(c1ccc(Cl)cc1)C(Sc1nnnn1-c1ccccc1)c1ccc([N+](=O)[O-])cc1 (centres undefined)	-12
O=C(CSc1nc2ccc(N3C(=O)c4ccccc4C3=O)cc2s1)c1ccc(F)cc1	1
C=CCN1C(=O)/C(=C/c2ccc(C)cc2)C(=O)NC1=S	1
Oc1ccccc1/C=N/N=C/c1ccccc1O	-32
Cc1cc(/C=C2/SC(=O)NC2=O)c(C)n1-c1ccc(C(C)(C)C)cc1	-16

(cont.)
SMILES	DUSP3 inh
NC(=S)n1[nH]c(-c2ccccc2)c(N=Nc2ccc(C(=O)O)cc2)c1=O	-16
Cc1ccc(NC(=O)CSc2nc(O)c(Cc3ccccc3)c(=O)n2-c2ccccc2)cc1	11
CC(C)CC(=O)N1CCC(Cc2ccccc2)CC1	-13
COc1ccccc1CC(=O)Nc1cc(Cl)ccc1OC	-1
CC(=O)C(C)(C)/C(C)=N/N=C(\N)c1ccc(C)cc1	7
O=c1[nH]c(NNC(=S)Nc2ccccc2)nc2sc3c(c12)CCCC3	8
CC(=O)Oc1ccc(-c2cccc(C(=O)OC(C)C)c2)cc1	0
CCOC(=O)c1ccc(-c2ccc(C(=O)Nc3cccc(NC(=O)c4ccccc4C)c3)o2)cc1	-2
O=c1[nH]nc2c3cc([N+](=O)[O-])c(Cl)cc3n3c(c1-2)CCCCC3	-3
O=C1C(C23CC4CC(CC(C4)C2)C3)C(=O)N(c2ccccc2)N1c1ccccc1	-1
COc1ccc(CCNC2CC(=O)N(c3ccc(Br)cc3)C2=O)cc1 (centres undefined)	-19
COC(=O)C1C(C(C)C)N(c2ccccc2)OC1(C)O (centres undefined)	-6
Cc1ccc(N2C(=O)c3ccccc3C2=O)cc1C	-6
CN1C(=O)/C(=C\c2cc(Br)ccc2OCc2ccccc2)SC1=S	4
Cc1cccc(CSCc2nnc(NC(=O)Nc3ccc(Cl)cc3)s2)c1	-16
COCCNC(=S)Nc1ccc(OC)cc1	-9
CC(C)N1CCC(=NNC(=O)c2ccc(C(C)(C)C)cc2)CC1	-39
O=C(CSc1ccc(C(F)(F)F)cc1[N+](=O)[O-])Nc1ccccc1	-6
COC(=O)C1=C(C)N=c2s/c(=C\c3ccc(OC)c(OC)c3)c(=O)n2C1/C=C/c1ccccc1 (centres undefined)	-1
O=C1NN(c2ccccc2)C(=O)/C1=C/c1ccc(-c2ccc(F)cc2)o1	-15

A different layout for part of the listing above.
molecule | DUSP3 inh
Cc1ccc(N2C(=O)c3ccccc3C2=O)cc1C | -6
CN1C(=O)/C(=C\c2cc(Br)ccc2OCc2ccccc2)SC1=S | 4
O=C1NN(c2ccccc2)C(=O)/C1=C/c1ccc(-c2ccc(F)cc2)o1 | -15
O=C(CSc1ccc(C(F)(F)F)cc1[N+](=O)[O-])Nc1ccccc1 | -6
CC(C)N1CCC(=NNC(=O)c2ccc(C(C)(C)C)cc2)CC1 | -39
COC(=O)C1C(C(C)C)N(c2ccccc2)OC1(C)O (centres undefined) | -6

(more compounds)
SMILES	DUSP3 inh
Cc1nnc(NS(=O)(=O)c2c(C(C)C)cc(C(C)C)cc2C(C)C)s1	-9
Cc1sc(NC(=O)c2ccc(F)cc2)c(C(=O)O)c1C	-5
COc1ccccc1NC(=O)/C(=C/c1ccco1)NC(=O)c1ccc(C)cc1	-8
COc1ccc(Nc2nc(-c3ccc(Cl)c(Cl)c3)cs2)cc1	16
O=[N+]([O-])N=C1NCN(c2cccc([N+](=O)[O-])c2)CN1	-4
CCOc1ccc(NC(=O)/C=C/c2ccccc2)cc1	16
COc1ccc(C(=O)N2CCN(C3CCCC(C)C3)CC2)cc1OC (centres undefined)	7
COC(=O)/C=C1/N/C(=N/c2nc3ccccc3o2)NC1=O	-21
CCc1ccc(NC(=O)C2CC(=O)N(c3ccc(Br)cc3)C2)cc1 (centres undefined)	0
O=[N+]([O-])c1cc(-c2nnc(-c3ccc(Br)o3)o2)ccc1Cl	-10
CCOC(=O)N/N=C(\C)c1ccc(O)cc1O	-26
CCOc1ccc(NC(=O)/C=C\C(=O)O)cc1	-9
COc1cccc(/C=C2\SC(=S)N(c3cccc(C)c3C)C2=O)c1	-3
O=c1[nH]cc(Cc2ccc(O)cc2)c(=O)[nH]1	-2
CCOc1cccc(/C=N/c2ccccn2)c1O	-47
COc1ccc(Nc2cc(C)nc3c2ccc2ccccc23)cc1OC	5
Cc1ccc(/C(O)=C2/C(=O)C(=O)N(CCCCCC(=O)O)C2c2cccc(F)c2)cc1 (centres undefined)	20
CCN(CC)c1ccc(/C=C2/C=C(c3ccc(C)cc3)OC2=O)cc1	-1
CCCC(=O)Nc1ccc(NC(=O)c2ccc(Cl)c(Cl)c2)cc1	-4
COc1cc(NC(=O)COc2ccc(F)cc2)c(Cl)cc1NC(=O)c1ccccc1	-4

Arranged by formula weight (smallest number first): some entries from above
SMILES	DUSP3 inh
O=c1[nH]cc(Cc2ccc(O)cc2)c(=O)[nH]1	-2
CCOc1ccc(NC(=O)/C=C\C(=O)O)cc1	-9
CCN(CC)c1ccc(/C=C2/C=C(c3ccc(C)cc3)OC2=O)cc1	-1
COc1ccc(Nc2cc(C)nc3c2ccc2ccccc23)cc1OC	5
Cc1ccc(/C(O)=C2/C(=O)C(=O)N(CCCCCC(=O)O)C2c2cccc(F)c2)cc1 (centres undefined)	20
COc1cc(NC(=O)COc2ccc(F)cc2)c(Cl)cc1NC(=O)c1ccccc1	-4

(more compounds)
SMILES	DUSP3 inh
CCOC(=O)c1cccc(NC(=O)c2ccc(Cl)cc2Cl)c1	-10
COC(=O)CCC(=O)Nc1ccc(C)c(Br)c1	11
CC(=O)Oc1ccc(/C=C2\C=C(c3ccc(C)cc3)OC2=O)cc1	0
O=C(CSCc1ccccc1)Nc1ccc(Br)cc1C(=O)O	7
COc1ccc(/C=C/C(=O)NC(=S)Nc2ccc(C(C)=O)cc2)cc1	-26
Cc1ccc2nc(NC(=O)C3CC3c3ccccc3)sc2c1 (centres undefined)	-11
COc1cc(NC(C)=O)ccc1NC(=O)c1ccco1	-8
COCCNC(=O)COc1cccc2ccccc12	-8
O=C(Nc1cc(Cl)cc(Cl)c1)c1ccc2c(c1)OCO2	-29
COc1cc(OC)c(C2Nc3cccc4cccc(c34)N2)c(OC)c1	40
O=C(NCc1ccco1)C1C2C3CCC(C3)C12 (centres undefined)	-4
CC1=C(C(=O)OC2CCCCC2)C(c2cccc(Cl)c2)C2=C(CC(C)(C)CC2=O)N1 (centres undefined)	-5
COc1ccc(S(=O)(=O)NCC(C)C)cc1Br	-40
O=C1C=CC(=O)N1c1cccc(Cl)c1	13
CC(Oc1ccc(Cl)cc1Cl)C(=O)Nc1c(Cl)cccc1Cl (centres undefined)	-16
CCCS(=O)(=O)C(=C(Nc1ccc(OC)cc1)Nc1ccc(OC)cc1)S(=O)(=O)CCC	2
CC(C)(C)C(=O)Oc1ccc2c(=O)c(Oc3ccccc3Br)coc2c1	-15
NNC(=O)COc1cccc2ccccc12	-4
CSCCOC(=O)C1=C(C)NC(=O)NC1c1cccc([N+](=O)[O-])c1 (centres undefined)	-19
CC(=O)Oc1ccc(-c2cccc(C(=O)NC(C)(C)C)c2)cc1	5
CSc1nccn1CC(=O)Nc1ccccc1	-17
C=CCOCCN(CCOCC=C)C1=NS(=O)(=O)c2cc([N+](=O)[O-])ccc21	8
COC(=O)CN(c1cccc(Cl)c1)S(=O)(=O)c1ccccc1	-29
CCOc1ccc2c(c1)/C(=C1/SC(C(C)=O)=C(c3ccccc3)S1)C(=S)C(C)(C)N2	26
COc1ccc(C(=O)N2CCN(Cc3ccc(Br)cc3)CC2)cc1OC	1
O=S(=O)(Nc1nc2ccccc2s1)c1cccc2cccnc12	-17
CC1=C(C)CC2C(=O)N(c3cccc(C(F)(F)F)c3)C(=O)C2C1 (centres undefined)	-7
CC(O)C(=O)N/N=C/c1ccc(F)cc1 (centres undefined)	-18
O=C(Nc1nc(-c2ccccc2)c(-c2ccccc2)s1)c1ccc(S(=O)(=O)N2CCCC2)cc1	-5
NC(=O)CNC(=O)c1ccc(C#CC2(O)CCCCC2)cc1	-11
COc1ccc(Br)cc1CN1CCN(C2CCCCC2)CC1	2
CC1(C)CC(=O)C2=C(C1)Nc1ccccc1NC2c1coc2c(Cl)cc(Cl)cc2c1=O (centres undefined)	14
CCOc1ccc(C2(C)C(=O)N(CN3CCOCC3)C(=O)N2CN2CCOCC2)cc1 (centres undefined)	17
O=C(CSc1nc2ccccc2s1)Nc1ccc(/C=C/c2ccccc2)cc1	-4
COC(=O)c1ccccc1NC(=O)c1cccc([N+](=O)[O-])c1C	1
CC(=O)Nc1cccc(/C(C)=N/N=C2/NC(=O)C(CC(=O)Nc3ccc(C(=O)O)cc3)S2)c1 (centres undefined)	-12
O=C(Nc1ccccc1CO)c1ccc(F)cc1	-5
Cc1ccc(/C=C(\C#N)c2nc(-c3cc4cc(Br)ccc4oc3=O)cs2)o1	19
O=C(Nc1nnc(-c2ccco2)s1)c1ccccc1I	-35
Oc1oc(-c2ccccc2)nc1C=Nc1ccc(I)cc1	-3
CCCCNC(=O)C(=O)NCCN1CCOCC1	-5
Cc1sc(NC(=O)C2C3C=CC(C3)C2C(=O)O)nc1-c1ccccc1 (centres undefined)	-17
O=[N+]([O-])c1cccc(S(=O)(=O)Nc2ccc(I)cc2)c1	8
O=C(O)CCCCCN1C(=O)C(=O)/C(=C(\O)c2ccc(Br)cc2)C1c1ccc(F)cc1 (centres undefined)	17
COC(=O)CN(c1ccc(Cl)cc1C)S(=O)(=O)c1ccc(C)cc1	-18
CC(C)C1C(=O)NC(=S)N(c2ccccc2)C1=O (centres undefined)	-14
Fc1ccc(-c2csc(Nc3ccc(Cl)cc3)n2)cc1	-13
Cc1ccc(N2C(=O)c3ccccc3NC2c2cccc(O)c2)cc1 (centres undefined)	5
Cc1ccc(C)c(OCCN2CCCCC2)c1	-32
COc1ccc(-c2cn3cccc(C)c3n2)cc1Br	-28

Later entries.
SMILES	DUSP3 inh
Cc1cc(C2CCC(c3ccc(NC(=O)c4cccs4)c(C)c3)CC2)ccc1NC(=O)c1cccs1 (centres undefined)	-28
Cc1ccc(C(=O)N2CCCc3ccccc32)cc1	-5
Cc1cc(C)c(C=C2C(=O)c3ccccc3C2=O)c(C)c1C	0
COc1ccc(CCNC(=S)Nc2ccc(OC)cc2)cc1	-3
O=CN(Cc1ccccc1)/N=C/c1ccc(Cl)cc1	-20
NC(=O)C1CCN(C(=O)COc2ccccc2)CC1	-22
O=C(CN(Cc1ccccc1)S(=O)(=O)c1ccccc1)NCc1ccncc1	-9
CCOc1ccc(C(=O)Nc2cccc(NC(=O)c3ccc(F)cc3)c2)cc1	-12
O=C1N=c2ccccc2=C1c1sc(Nc2cccc(O)c2)nc1O	0
COc1cc(C2C(C(C)=O)=C(O)C(=O)N2CCN(C)C)ccc1O (centres undefined)	-21
Cc1ccc(NC(=O)C2CC(=O)N=C(N)S2)cc1Cl (centres undefined)	-15
O=C(NC(=S)Nc1ccc(O)c(-c2nc3ccccc3o2)c1)c1ccco1	-3
CCO/C(=N\S(=O)(=O)c1ccc(Br)cc1)c1ccccc1	-24
Cc1ccc(N2C(=O)/C(=C3/C(=O)N(C)c4ccccc43)SC2=S)cc1C	-8
